# p53 reactivator: restores transcriptional activity of mutant p53 | H1299 p53-A138V BP100-luciferase reporter, luminescence, 24 h | Potency, µM (doses to about 92.2 µM), for inactives: top-dose activity change, positive = activation, actives largely listed as activators | hit rate 0.063% among 320,000; also: potency is read from the fitted curve at half-maximal effect; % of control where 0% means no effect; nearly all actives have a fitted effect of over 45% in size
#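 H1299 (p53-null), stable ts p53-A138V + BP100-Luc; 1000 cells/well, Opti-MEM/10% FBS; cpd 4 pt, 1:5; 24 h, 37 deg C, 5% CO2; detection reagent 10 min RT; luminescence.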
# Integrin act MD: activates integrin-mediated alleviation for muscular dystrophy; AID 624291; Potency, µM (titrated, usually from 38.3 µM), without a hit: at the highest dose activation, usual class: activators; hit rate 0.064% among 350,000; alpha7betagal myoblasts, beta-gal FDG fluorescence, 48 h;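 also: potency is read from the fitted curve at half-maximal effect; 100% = response of the positive control SU9516; nearly all actives have a fitted effect of over 60% in size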
#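 Alpha7betagal+/- myoblasts (passage 13) were plated 16-24 hr, then exposed to compounds (1:260 dilution of DMSO stock) for 48 hours at 37C. After MPER lysis, β-galactosidase reporter activity was read as FDG fluorescence (ex 480/em 540) after 30 minutes.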
# TSG101-PTAP inh: blocks PTAP/TSG101 interaction to inhibit HIV-1 budding | Fluorescence polarization, FITC-PTAP peptide / Tsg101 binding | Potency, µM (titrated, usually from 115 µM), for the others: top-dose activity change, negative = inhibition, hits mostly inhibitors | 340,000 tested, under 10 active | AID 493005; active = well fitted inhibition curve with a large enough effect in the main read-out, with a control signal flat, not every such curve was filed as active; inconclusive = small, poorly fitted or top-dose-only effect, or effect the other way, or a change in a side signal; inactive = no such curve, though single readings can be large or run the other way; also: potency is read from the fitted curve at half-maximal effect; % of control where 0% means no effect
# Target sequence (Q99816 whole entry, looked up): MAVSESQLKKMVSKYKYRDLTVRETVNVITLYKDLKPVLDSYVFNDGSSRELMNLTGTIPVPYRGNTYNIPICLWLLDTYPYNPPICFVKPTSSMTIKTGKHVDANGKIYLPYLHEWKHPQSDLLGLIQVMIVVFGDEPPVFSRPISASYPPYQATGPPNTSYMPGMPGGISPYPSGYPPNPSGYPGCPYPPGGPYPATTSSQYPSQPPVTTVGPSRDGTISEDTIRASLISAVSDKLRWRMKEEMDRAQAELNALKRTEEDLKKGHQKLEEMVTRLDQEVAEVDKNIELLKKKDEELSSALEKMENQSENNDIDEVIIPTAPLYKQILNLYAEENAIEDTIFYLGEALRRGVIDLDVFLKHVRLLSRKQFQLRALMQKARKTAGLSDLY
#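 Steps: Tsg101 binding domain dispensed (10 uM final), compounds pinned in DMSO, FITC-labeled PTAP-motif peptide added (50 nM final); after 20 min binding at room temperature, polarization measured.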
# ELG1 DNA repair: inhibitors of ELG1-dependent DNA repair in HEK293T cells | hit rate 2.3% among 330,000 | AID 504467 | HEK293T ELG1-luciferase reporter, luminescence, 16 h; DNA damage induced by 5-fluorouridine | Potency, µM (highest dose often 46.1 µM), inactives show top-dose activity change, negative = inhibition, actives largely listed as inhibitors; also: potency is read from the fitted curve at half-maximal effect; % is scaled to controls: 0 for no effect and ±100 for the full control effect; nearly all actives have a fitted effect of over 55% in size
#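 Reporter activity after DNA damage by 5-fluorouridine is monitored. Compound-treated cells incubate 16 hr at 37 °C, then ONE-Glo is added for 30 min before luminescence reading.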
# MLL CXXC-DNA inh: inhibitors of human MLL CXXC domain-DNA interaction; MLL-CXXC / FITC-HOXA9 DNA fluorescence polarization; Potency, µM (series often up to 115 µM), inactives show top-dose activity change, negative = inhibition, actives largely listed as inhibitors; hit rate 0.037% among 290,000; AID 2662; active = well fitted inhibition curve with a large enough effect in the polarisation, with a control signal flat, not every such curve was filed as active; inconclusive = small, poorly fitted or top-dose-only effect, or effect the other way, or a change in a side signal; inactive = no such curve, though single readings can be large or run the other way; the % refers to the polarisation; also: potency is read from the fitted curve at half-maximal effect
#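 Fluorescence polarization: 7 uM MLL-CXXC (stock) preincubated 5 min with compounds, then 50 nM fluorescein-HOX-A9 DNA (stock) added; 30 min ambient. Buffer 50 mM Tris-HCl pH 7.5, 50 mM NaCl, 1 mM DTT, 0.05% BSA.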
# A-T KAP1 phos: potential ataxia-telangiectasia treatments restoring KAP-1 phosphorylation; Potency, µM (highest dose often 57.5 µM), for inactives: at the top dose activation, usual class: activators; hit rate 0.19% among 320,000; […] A-T fibroblasts, KAP-1 phosphorylation AlphaLISA; neocarzinostatin DNA damage 30 min before lysis; also: potency is read from the fitted curve at half-maximal effect; % of control where 0% means no effect; nearly all actives have a fitted effect of over 45% in size
#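 ATM-like activity read as KAP-1 phosphorylation via AlphaLISA donor/acceptor antibody pairs after lysis and 6 hr at 25C. Cells were ATM-null patient fibroblasts ([…], hTERT), dosed 60 min, then exposed to the DSB inducer NCS for 30 min.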
# BRCA1 expr act: increases BRCA1 expression | hit rate 1.1% among 380,000 | Potency, µM (doses to about 46.1 µM), for inactives: at the highest dose activation, actives largely listed as activators | AID 624202 | MCF7-BRCA1-FFLuc reporter, luminescence, 48 h; response scale: scaled: vehicle 0%, 10 µM genistein 100%; also: potency is read from the fitted curve at half-maximal effect; nearly all actives have a fitted effect of over 80% in size; some results filed as inactive show a strong effect at the top dose
#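 Cells: MCF7-BRCA1-FFLuc, 2000/well. Exposure: 48 h, 37 °C, 5% CO2. Read: luminescence, 15 min post-substrate. Controls: genistein 10 microM (maximal activation), DMSO (neutral).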
# TCR act: activates T cell receptor signaling. primary human leukocytes, anti-CD3, IL-2 HTRF, 48 h. AID 504894. 330,000 tested, under 10 active. Potency, µM (highest dose often 9.22 µM), without a hit: top-dose activation of IL-2 secretion, usual class: activators; also: % of control where 0% means no effect
#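 Human primary leukocytes + a-CD3 beads + cpd, 48 hr; IL-2 in supernatant by HTRF (ex 320nm / em 665nm). No co-stimulatory signal supplied.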
# TRPV1 agonist: human TRPV1 agonism; Q8NER1; TRPV1-expressing cells, Fluo-8 calcium influx, agonist mode; activation, % at 8.33 µM; hit rate 0.19% among 320,000; AID 540275; in the data active = activation above about 80%; inconclusive = between about 30% and that limit; also: 0% is about no effect
#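 Cells expressing TRPV1 were dye-loaded with Fluo-8 and read kinetically: 10 s baseline, 3 min after compound (agonist portion), then 2 min after EC20 capsaicin (allosteric enhancer portion). Calcium-bound dye fluorescence at 480/520 nm.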
# B2AR arrestin: agonists driving beta-arrestin recruitment to human beta2-adrenergic receptor | P07550 | beta-arrestin recruitment to beta2AR, cell-based reporter | Potency, µM (doses to about 46.1 µM), inactives show top-dose activation, usual class: activators | hit rate 0.02% among 330,000 | AID 492947;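 also: potency is read from the fitted curve at half-maximal effect; 0% = DMSO controls and full agonism = EC100 isoproterenol or metaproterenol; nearly all actives have a fitted effect of over 65% in size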
# Target sequence (P07550 whole entry, looked up): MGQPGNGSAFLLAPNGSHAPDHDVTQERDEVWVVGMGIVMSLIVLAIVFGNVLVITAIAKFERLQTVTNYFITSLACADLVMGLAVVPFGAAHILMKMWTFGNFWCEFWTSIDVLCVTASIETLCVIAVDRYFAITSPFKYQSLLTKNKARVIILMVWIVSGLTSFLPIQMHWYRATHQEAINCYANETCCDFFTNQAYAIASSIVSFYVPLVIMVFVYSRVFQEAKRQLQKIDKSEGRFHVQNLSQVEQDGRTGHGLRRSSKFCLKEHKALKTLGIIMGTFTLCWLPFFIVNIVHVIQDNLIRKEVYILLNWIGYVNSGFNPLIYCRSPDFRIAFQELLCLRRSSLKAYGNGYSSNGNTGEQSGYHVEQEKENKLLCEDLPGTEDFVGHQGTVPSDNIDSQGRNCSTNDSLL
# The depositor's hits bear a star; ? = inconclusive; nt = not tested or not shown; & = joins results of further samples; [ ] = dose if it differs, or a comment. Unless noted, calls follow the shape of the dose curve; as a rule, active = well fitted curve in the direction sought with a large enough effect; inconclusive = small, poorly fitted or top-dose-only effect, or another doubt; inactive = no such curve, though single readings can be large; an effect the other way counts as inactive or inconclusive.
smiles	p53 reactivator	Integrin act MD	TSG101-PTAP inh	ELG1 DNA repair	MLL CXXC-DNA inh	A-T KAP1 phos	BRCA1 expr act	TCR act	TRPV1 agonist	B2AR arrestin
COc1ccc(OC)c(NC(=O)c2cc3c(=O)n4ccccc4nc3n2C)c1	-3%	2%	-2%	-7%	-2%	1%	1%	-1%	0	-0.2%
CCOC(=O)c1c(-c2ccc(OC)cc2)nc2nonc2c1N	-6%	-18%	-8%	-8%	1%	-2%	-17%	-4%[46.1 µM]	2	-1.1%
CCOC(=O)N1CCN(Cc2nc3c(c(=O)[nH]c(=O)n3C)n2Cc2ccccc2C)CC1	-2%	0%	-2%	-13%	-4%	-1%	-37%	-30%	1	-1.4%
O=C(NCc1ccc(F)cc1)c1ccc(S(=O)(=O)N2CCCCC2)cc1	-2%	-29%	-1%	-19%	nt	0%	3%	5%	?	-2.1%
CC(=O)OCCSc1c(-c2ccccc2)c2cc(Cl)ccc2[nH]c1=O	-11%	-23%	1%	-12%	0%	-1%	-27%	6%[46.1 µM]	-1	-0.6%
O=C(NCc1ccccc1)C(c1cccnc1)N(C(=O)c1csnn1)c1ccc(F)cc1 (stereo unspecified)	-1%	38%	-1%	-2%	-2%	-1%	15%	-3%	0	-0.1%
COc1ccc(C(=O)NC(=S)NCc2ccco2)cc1OC	-9%	-37%	0%	-20%	2%	3%	-14%	3%	-4	0.0%
O=C(Nc1cccc(S(=O)(=O)N2CCCCC2)c1)C1CC(=O)N(Cc2ccccc2)C1 (stereo unspecified)	-5%	23%	1%	-12%	nt	6%	-23%	-3%	10	0.0%
O=C(Nc1ccccc1C(F)(F)F)C(O)(c1ccccc1)C1CCCCC1 (stereo unspecified)	12%	12%	2%	0%	nt	6%	3%	1%	22	0.0%
Cc1cccc(OCC(=O)N(C)CC(=O)Nc2cccc(F)c2)c1C	-13%	27%	-2%	12%	nt	-11%	-16%	nt	20	0.4%
Cc1cc(C)cc(OCC(=O)O/N=C(\N)Cc2ccc([N+](=O)[O-])cc2)c1	1%	0%	-4%	-20%	-3%	4%	0%	0%	?	0.7%
O=C(OCCCOC(=O)c1ccc(Br)o1)c1ccc(Br)o1	0%	-21%	-3%	4%	nt	-3%	-11%	11%	1	-0.4%
Cc1c(Cl)ccc2c1NC(=O)[C@]21N[C@@H](Cc2ccccc2)[C@H]2C(=O)N(c3ccc(F)cc3)C(=O)[C@H]21	9%	-52%[inhibitor]	0%	?	21%	4%	-87%[inhibitor]	5%	?	0.2%
CC(=O)Nc1nnc(SCC(=O)Nc2nc(C)cs2)s1	16%	-2%	nt	-1%	0%	6%	-1%	6%	-1	-0.3%
COCCCNC(=O)CN(CCc1ccccc1)S(=O)(=O)c1ccc(C)cc1	-7%	15%	-1%	-17%	11%	5%	-8%	-4%	21	0.1%
Cc1ccc(C)c(N2CCN(C(=O)CCc3nc4ccccc4[nH]3)CC2)c1	-1%	0%	1%	-5%	1%	24%	-4%	11%	1	0.9%
Cc1ccc(S(=O)(=O)N2[C@@H](c3ccc(Cl)cc3)C(C(=O)O)=C[C@H]2C(C)(C)C)cc1	0%	0%	-2%	0%	nt	2%	0%	6%	nt	-0.8%
O=C(NCCCN1CCCCCC1)C1CC(=O)N(C2CCCC2)C1 (stereo unspecified)	0%	-19%	5%	18%	-2%	7%	17%	11%	-1	5.2%
O=c1/c(=C/c2ccco2)sc2n1CN(c1ccccc1)CN=2	-1%	-7%	-7%	?	-2%	1%	1%	-3%	0	0.1%
Nc1cc(C(=O)O)ccc1Nc1ccccc1	16%	11%	0%	?	-3%	-13%	9%	1%	nt	-0.3%
Cc1noc2ncnc(N3CCCCC3)c12	-1%	21%	-2%	-17%	8%	10%	-15%	8%	-1	0.3%
N#Cc1ccc(-c2csc(NNC(=O)c3ccccc3)n2)cc1	12%	-2%	2%	?	-17%	-6%	-74%	0%	5	0.1%
CCOc1ccc(S(=O)(=O)N2CCC(C(=O)NCc3ccccn3)CC2)cc1	2%	9%	-5%	17%	2%	10%	-6%	-4%	0	-0.4%
COc1cc(C)ccc1OCCCOc1ccccc1Cl	?	15%	-3%	?	2%	14%	13µM*	3%	5	-0.4%
CCOC(=O)C1CC(=O)c2cc(OC)c(OC)cc2C1 (stereo unspecified)	-5%	40%	-2%	0%	?	-5%	-3%	-2%	5	-1.0%
Cc1csc(N(C(=O)c2ccccc2F)c2ccccc2)n1	1%	6%	0%	-18%	15%	-1%	0%	-2%	-1	0.4%
CC(=O)Nc1ccc(NC(=O)CSc2ccc3nnc(-c4ccccn4)n3n2)cc1	-1%	22%	-6%	27%	6%	-1%	-17%	-3%	2	-0.6%
Fc1ccc(-c2csc3nnc(SCc4cccnc4)n23)cc1	-11%	-29%[7.66 µM]	-7%	9%	0%	0%	9%	nt	-2	0.2%
CCC(Sc1nc2ccc(N)cc2s1)C(=O)Nc1nccs1 (stereo unspecified)	-1%	-24%	0%	?	2%	-6%	-4%[1.84 µM]	2%	0	-1.4%
Cc1ccc(NC(=O)C2OCCc3ccccc32)cc1C (stereo unspecified)	7%	-1%	-1%	?	5%	-1%[11.5 µM]	?	4%	?	6.7%
CCCCNC(=O)Nc1nnc(-c2ccc(Cl)cc2)o1	-2%	?	-2%	10%	-5%	nt	-8%	3%	3	0.3%
CC1=C(C(=O)Nc2ccc(Cl)cc2)C(c2ccncc2)C(C#N)=C(SCC(N)=O)N1 (stereo unspecified)	-8%	6%	-5%	15%	-9%	1%	-6%	-2%	-5	0.6%
CC(C)(C)OC(=O)N(Cc1ccccc1)Cc1cccc(OCc2cccc(NC(=O)c3ccccc3)c2)c1	nt	13%	-2%	nt	nt	nt	-17%	-1%	nt	nt
CC(C)c1ccc(NC(=O)CCCN2C(=S)NC(C)(C)CC2C)cc1 (stereo unspecified)	-1%	7%	-1%	-27%	-6%	0%	5%	4%	-2	0.3%
CCCCOC(=O)Nc1ccc(C(=O)OC)cc1	?	-26%[7.66 µM]	-2%	?	-3%	-1%	?	6%	?	-1.1%
O=C(COc1ccccc1C(=O)Nc1ccccc1)NCCc1ccccc1	5%	9%	1%	-18%	0%	-2%	2%&17%	1%	13	-0.7%
COc1ccc(C(=O)Oc2ccc[nH]c2=O)cc1	-6%	17%	-3%	0%	13%	12%	10%	-10%	-8	0.3%
COCCCNC(=O)c1cc(C(=O)Cc2ccccc2)c[nH]1	1%	-7%	-1%	-21%	2%	-1%	-34%	-4%	-2	-0.1%
c1ccc(-c2nn3c(C4CCCCC4)nnc3s2)nc1	-3%	24%	-5%	7%	-10%	4%	-24%	4%	-3	-1.0%
Cc1ccc(N(Cc2ccc(C(=O)Nc3c(C)n(C)n(-c4ccccc4)c3=O)cc2)S(C)(=O)=O)cc1C	1%	-12%	2%	-19%	18%	0%	-23%	0%	-1	0.0%
C=CCn1c(SCC(=O)c2[nH]c(C)c(C(=O)OCC)c2C)nc2scc(-c3ccc(OC)cc3)c2c1=O	-3%	-21%	-5%	?	2%	-2%	-46%	1%[46.1 µM]	1	-1.2%
COc1ccc(C(=O)C2CCCN(Cc3cn(C)nc3-c3ccccc3)C2)cc1F (stereo unspecified)	-5%	-2%	6%	-12%	-9%	11%	-16%	4%	3	0.1%
COc1ccc(-c2nn(C)c(=O)c3ccccc23)cc1CNC(=O)c1ccco1	-12%	-19%	-3%	13%	4%	0%	-62%	4%	0	-0.6%

# Compounds above containing two or more sulfur atoms:
smiles	p53 reactivator	Integrin act MD	TSG101-PTAP inh	ELG1 DNA repair	MLL CXXC-DNA inh	A-T KAP1 phos	BRCA1 expr act	TCR act	TRPV1 agonist	B2AR arrestin
CC(=O)Nc1nnc(SCC(=O)Nc2nc(C)cs2)s1	16%	-2%	nt	-1%	0%	6%	-1%	6%	-1	-0.3%
Fc1ccc(-c2csc3nnc(SCc4cccnc4)n23)cc1	-11%	-29%[7.66 µM]	-7%	9%	0%	0%	9%	nt	-2	0.2%
CCC(Sc1nc2ccc(N)cc2s1)C(=O)Nc1nccs1 (stereo unspecified)	-1%	-24%	0%	?	2%	-6%	-4%[1.84 µM]	2%	0	-1.4%
C=CCn1c(SCC(=O)c2[nH]c(C)c(C(=O)OCC)c2C)nc2scc(-c3ccc(OC)cc3)c2c1=O	-3%	-21%	-5%	?	2%	-2%	-46%	1%[46.1 µM]	1	-1.2%

# Screens: PubChem, National Center for Advancing Translational Sciences (NCATS)
